# Screening data (PubChem)
# rTrxR1 inhibitor: rat TrxR1 inhibition; Potency, µM (titrated, usually from 114 µM), for inactives: at the top dose activity change, negative = inhibition, hits mostly inhibitors; O89049; recombinant rTrxR1, NADPH fluorescence consumption, selenite substrate; 390,000 compounds, 1% hits; also: potency is read from the fitted curve at half-maximal effect; % is scaled to controls: 0 for no effect and ±100 for the full control effect; nearly all actives have a fitted effect of over 65% in size
#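 Rat TrxR1 (90 nM in the dispensed reagent) was pre-reduced with 400 uM NADPH for 5 min at room temperature, then incubated with compound for 15 min. After 400 uM selenite was added, NADPH fluorescence (Ex 340/Em 450 nm) was followed for 8 min.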
# TrxR1 substrate: substrates of rat thioredoxin reductase 1; purified TrxR1 substrate turnover, NADPH consumption readout; Potency, µM (titrated, usually from 114 µM), inactives show at the highest dose activity change, negative = substrate turnover; 390,000 compounds, 0.01% hits; AID 588456; O89049; also: potency is read from the fitted curve at half-maximal effect; % is scaled to controls: 0 for no effect and ±100 for the full control effect; nearly all actives have a fitted effect of over 50% in size
#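 Rat TrxR1, dispensed at 90 nM, was prereduced with 400 uM NADPH (final) for 5 min at ~22 deg C, then incubated with compound 15 min before 400 uM selenite. A first-read NADPH fluorescence drop versus no-compound background flagged substrates.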
# D2 antagonist: antagonizes the human D2 dopamine receptor | P14416 | HEK293 TREx D2 cells, calcium flux, dopamine EC80 | inhibition, % at 10 µM | 340,000 compounds, 2% hits; in the data active = inhibition above about 30%; also: 0% is about no effect
#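 Inhibition of EC80 dopamine-driven calcium flux, recorded kinetically, defines activity here; cells are a tetracycline-induced HEK293 T-REx line expressing force-coupled D2.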
# USP1 inh: USP1/UAF1 (human) deubiquitinase inhibition | Potency, µM (titrated, usually from 57.1 µM), without a hit: at the top dose activity change, negative = inhibition, hits mostly inhibitors | 390,000 compounds, 0.23% hits | AID 743255 | recombinant USP1/UAF1, Ub-Rhodamine cleavage fluorescence | O94782; also: potency is read from the fitted curve at half-maximal effect; % is scaled to controls: 0 for no effect and ±100 for the full control effect; nearly all actives have a fitted effect of over 60% in size; inactives centre near -12
#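 High-throughput fluorogenic screen: 1nM USP1/UAF1 complex, Ub-Rho substrate 150nM final, 50mM HEPES pH 7.8 with 0.5mM EDTA, 0.1 mg/ml BSA, 1mM TCEP and 0.01% Tween-20.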
# Pin1 inhibitor: blocks the human prolyl isomerase Pin1. Pin1 FP peptide displacement, HiFluor488, 10 min. Potency, µM (doses to about 115 µM), inactives show at the highest dose activity, negative = inhibition, usual class: inhibitors. 390,000 compounds, 0.009% hits. AID 504891; active = well fitted inhibition curve with a large enough effect in the polarisation, with a control signal flat, not every such curve was filed as active; inconclusive = small, poorly fitted or top-dose-only effect, or effect the other way, or a change in a side signal; inactive = no such curve, though single readings can be large or run the other way; the % refers to the polarisation; also: potency is read from the fitted curve at half-maximal effect; % is scaled to controls: 0 for no effect and ±100 for the full control effect
# Target sequence (Q13526 whole entry, looked up): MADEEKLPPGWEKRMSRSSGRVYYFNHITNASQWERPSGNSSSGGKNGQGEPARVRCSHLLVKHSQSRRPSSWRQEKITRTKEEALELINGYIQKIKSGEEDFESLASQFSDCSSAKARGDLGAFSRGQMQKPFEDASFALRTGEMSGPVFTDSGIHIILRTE
# TRHR enhancer: allosteric enhancers of human TRH receptor; TRHR cells, fluo-8 calcium fluorescence, EC20 TRH enhancement; enhancement, % at 2 µM; 360,000 compounds, 0.66% hits; AID 493056; in the data active = enhancement above about 30%; also: 0% is about no effect
#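 TRHR-expressing cells loaded with fluo-8 calcium dye were read kinetically (ex 480/em 530) during compound addition, then stimulated with an EC20 of TRH (10 nM final). Enhancement of the Gq-mediated intracellular calcium response was scored.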
# TRHR ag: agonists of human TRH receptor; P34981; TRHR cells, calcium flux fluo-8, FDSS agonist mode; activation, % at 2 µM; 360,000 compounds, 0.18% hits; in the data active = activation above about 30%; also: 0% is about no effect
#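 TRHR-expressing cells loaded with fluo-8 calcium dye; 23 nL library compound pin-transferred, kinetic FDSS fluorescence (Ex 480/Em 530) recorded about 180 s for agonist-induced calcium release, before a 10 nM TRH EC20 addition for potentiator mode.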
# IDH1 R132H inh: human IDH1 R132H inhibition. 390,000 compounds, 0.093% hits. O75874. AID 602179. IDH1-R132H enzyme, NADPH consumption, diaphorase/resazurin fluorescence. Potency, µM (series often up to 76.6 µM), for the others: at the top dose activity change, negative = inhibition, hits mostly inhibitors; also: potency is read from the fitted curve at half-maximal effect; % is scaled to controls: 0 for no effect and ±100 for the full control effect; nearly all actives have a fitted effect of over 65% in size
# Target sequence (O75874 whole entry R132H, stated change not applied): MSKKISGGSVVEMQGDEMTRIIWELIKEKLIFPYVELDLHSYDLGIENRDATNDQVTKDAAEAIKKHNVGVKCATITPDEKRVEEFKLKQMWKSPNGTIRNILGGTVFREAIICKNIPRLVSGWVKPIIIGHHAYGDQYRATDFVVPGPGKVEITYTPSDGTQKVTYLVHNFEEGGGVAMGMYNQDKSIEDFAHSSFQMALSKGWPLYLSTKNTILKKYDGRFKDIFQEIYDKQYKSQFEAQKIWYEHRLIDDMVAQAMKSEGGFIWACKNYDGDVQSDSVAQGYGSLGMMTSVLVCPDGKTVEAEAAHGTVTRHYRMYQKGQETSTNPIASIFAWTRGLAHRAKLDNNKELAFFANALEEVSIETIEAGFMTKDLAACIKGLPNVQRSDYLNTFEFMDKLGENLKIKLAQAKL
#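 IDH1-R132H (0.5 ug/mL dispensed) in pH 7.5 Tris buffer was preincubated 30 min with compound, then given a substrate mix of 0.016 mM NADPH and 2 mM alpha-KG for 80 min at room temperature; remaining NADPH was read by diaphorase/resazurin fluorescence.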
# D2 ag: D2 dopamine receptor (human) agonism; P14416; HEK293 T-REx D2 cells, calcium flux agonist mode; activation, % at 2 µM; 340,000 compounds, 0.53% hits; AID 485358;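 active = activation over 3 SD above normal in the single-dose calcium agonist read, cut at about 30% in these data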; also: 0% is about no effect
#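 Tetracycline-induced HEK293 T-REx cells with force-coupled D2 receptor, plated overnight at 30 C, loaded with no-wash calcium dye. After a 10 s baseline, compound was pin-added and calcium flux read kinetically for 180 s; calcium rises flagged agonists.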
# Active calls of the source: *; ? = inconclusive; . = no result given; [ ] = remark or other dose. Unless noted, calls follow the shape of the dose curve; as a rule, active = well fitted inhibition curve with a large enough effect; inconclusive = small, poorly fitted or top-dose-only effect; inactive = no such curve, though single readings can be large or run the other way. A portion of the library; count on the stated rates, not on these rows.
molecule	rTrxR1 inhibitor	TrxR1 substrate	D2 antagonist	USP1 inh	Pin1 inhibitor	TRHR enhancer	TRHR ag	IDH1 R132H inh	D2 ag
COc1ccc(CC(=O)NNC(=O)c2cnccn2)cc1	20.8%	2.2%	-10.6	-8.3%	2.2%	1.2	-0.2	-5.0%	0.7
Cc1sc(NC(=O)CN(C(=O)c2ccccc2F)C2CCCC2)c(C(N)=O)c1C	18.6%[0.0914 µM]	-10.7%	0.1	-7.3%	-6.9%	1.9	1.0	10.0%	-0.7
Cc1ccc(-n2ncc(C#N)c2/N=C/N(C)C)cc1	-0.1%	-4.1%	-13.2	-15.3%	-7.5%	-1.0	-0.4	7.5%	0.5
COc1cccc(NC(=O)N2CCCC(C(=O)NCc3ccc(F)cc3)C2)c1 (stereo not given)	-1.9%	2.8%	1.8	-12.2%	-1.1%	4.0	0.0	2.6%	0.4
Cc1cccc(NC(=O)c2nnn(-c3cccc(C(F)(F)F)c3)c2N)c1	11.4%[57.1 µM]	0.0%[57.1 µM]	2.6	-17.2%	4.0%	-1.9	3.8	-5.2%	0.2
COc1cccc(-c2cc(C(F)(F)F)nc(-n3cc(C)cn3)n2)c1	4.6%	2.7%	-0.7	-8.6%	3.3%	4.7	-0.6	2.7%	-0.5
CCOC(=O)C1=C(O)C(=O)N(Cc2ccc(C(C)(C)C)cc2)CC1	9.6%	2.8%	22.6	-19.7%	-5.2%	-6.1	0.4	1.0%	1.3
N=C1C(c2nc3ccccc3[nH]2)=C(O)CN1c1ccc(CC(=O)O)cc1	-6.6%	1.1%	8.4	-14.1%	25.0%	-4.1	0.1	-0.3%	-0.7
Cc1oc2cc3oc(=O)c(CCC(=O)N[C@H](C(=O)O)C(C)C)c(C)c3cc2c1C	-23.5%[57.1 µM]	17.7%[57.1 µM]	-20.2	-2.3%	1.5%	5.1	-0.1	2.3%	-2.2
CN1C(=O)/C(=N/OC(=O)c2ccccc2Br)c2ccccc21	?	2.9%	-8.8	-15.8%	1.3%	-3.9	-0.5	0.0%	0.9
CC(=O)Nc1ccc(S(=O)(=O)NC2=NCN(C(C)C)CN2)cc1	22.9%	12.2%	.	-6.8%	0.6%	3.3	-2.4	9.4%	-1.2
Cn1c(N)c(C(=O)CSc2ccc3c(c2)OCCO3)c(=O)n(C)c1=O	5.2%[57.1 µM]	-5.2%	-4.6	-4.9%	1.0%	7.7	-0.4	11.4%	-0.4
Cc1cccc(NC(=O)CCCn2c(=S)[nH]c3ccccc3c2=O)c1	9.9%	-0.5%	.	-0.1%	5.0%	-1.8	0.5	-8.1%	.
CCN(c1ccc(OC)cc1)S(=O)(=O)N1CCCC(C(=O)NCc2cccc(C)c2)C1 (stereo not given)	9.7%[57.1 µM]	1.8%[57.1 µM]	-19.0	-7.5%	4.2%	-15.5	-0.5	-6.9%	0.5
Cc1cc(C)c(NC(=O)CSc2nc(=O)n3cc(C)ccc3n2)c(C)c1	16.9%	0.6%	-2.9	-2.5%	-7.0%	-5.1	0.7	-3.6%	-0.1
O=C(c1cc(-c2ccccn2)nc2ccc(Br)cc12)N1CCc2ccccc2C1	.	.	10.8	.	.	-5.3	-0.1	.	0.3
CCOc1c(C#N)c(C#N)c2nc(C)cc(C)n12	-1.7%[57.1 µM]	-7.6%[57.1 µM]	-14.2	-9.9%	?	-0.2	1.0	2.5%	1.1
CCCCc1nc2cc(C(=O)N3CCNC(=O)C3)ccc2o1	-5.0%	-8.1%	.	-20.8%	-7.3%	2.1	-0.2	0.3%	.
N#Cc1ccc(COC(=O)c2cnc3ccccc3n2)cc1	41.6%[activator]	10.1%	3.0	-13.2%	-0.8%	-5.4	-0.8	16.2%	-0.4
O=C(NCCCN1CCCCC1)c1ccc2c(=O)n(CCc3ccccc3)c(=O)[nH]c2c1	-15.5%	4.7%	-14.4	-9.0%	-4.1%	1.3	1.5	-2.2%	0.7
Cc1cc(N2CCN(C)CC2)ccc1NC(=O)c1ccc(-c2ccc(Cl)cc2)o1	-6.1%[57.1 µM]	-1.7%[57.1 µM]	-3.8	-1.5%	2.9%	1.0	0.2	-3.5%	0.6
O=C(Cn1cccc1)N1CCN(c2ccc(F)cc2)CC1	5.2%[57.1 µM]	7.1%[57.1 µM]	-12.5	-14.3%	0.8%	2.4	0.2	-17.2%	-1.2
COC(=O)/C=C/c1oc2ccccc2c1C	1.1%	-10.3%	-1.9	-4.9%	6.5%	-1.8	-0.1	-4.7%	-0.4
O=C(NCc1nnnn1-c1ccc(F)cc1)c1ccc([N+](=O)[O-])o1	-15.9%[57.1 µM]	-0.3%[57.1 µM]	2.7	-16.9%	-0.7%	3.6	0.1	11.7%	0.0

# Compound profiles, as listed above. Values in the order: rTrxR1 inhibitor	TrxR1 substrate	D2 antagonist	USP1 inh	Pin1 inhibitor	TRHR enhancer	TRHR ag	IDH1 R132H inh	D2 ag
# Cc1cc(C)c(NC(=O)CSc2nc(=O)n3cc(C)ccc3n2)c(C)c1 in the list: 16.9%	0.6%	-2.9	-2.5%	-7.0%	-5.1	0.7	-3.6%	-0.1
# N#Cc1ccc(COC(=O)c2cnc3ccccc3n2)cc1 in the list: 41.6%[activator]	10.1%	3.0	-13.2%	-0.8%	-5.4	-0.8	16.2%	-0.4
# COC(=O)/C=C/c1oc2ccccc2c1C in the list: 1.1%	-10.3%	-1.9	-4.9%	6.5%	-1.8	-0.1	-4.7%	-0.4
# CCOc1c(C#N)c(C#N)c2nc(C)cc(C)n12 in the list: -1.7%[57.1 µM]	-7.6%[57.1 µM]	-14.2	-9.9%	?	-0.2	1.0	2.5%	1.1
# CCN(c1ccc(OC)cc1)S(=O)(=O)N1CCCC(C(=O)NCc2cccc(C)c2)C1 (stereo not given) in the list: 9.7%[57.1 µM]	1.8%[57.1 µM]	-19.0	-7.5%	4.2%	-15.5	-0.5	-6.9%	0.5
